KCNH2 3.1 inh – blocks the human KCNH2 3.1 channel isoform; U2OS KCNH2 3.1, thallium flux FluxOr; hits give low values; activity change, % (tested at about 1.8 µM); 340,000 compounds, 0.95% hits;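 active = maximum activity change below -70%; inconclusive = maximum activity change from -70% to -50%; inactive = maximum activity change above -50%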;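 note: thallium influx rate constant from kinetic fluorescence after stimulation buffer; % is set by controls: 0 for no effect and ±100 for the full control effect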
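Virally transduced U2OS (3.1 isoform, 4 h infection in dark at RT) → overnight 37 C → FluxOr + Red40 in HBSS/HEPES, 45 min → stimulation buffer, 2 min kinetic read → rate constant vs DMSO controls.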
CXXC DNA block – inhibitors of human MLL CXXC domain-DNA interaction; Q03164; MLL-CXXC / FITC-HOXA9 DNA fluorescence polarization; Potency, µM (highest dose often 115 µM), for inactives: at the top dose activity change, negative = inhibition, usual class: inhibitors; 290,000 compounds, 0.037% hits; AID 2662; active = well fitted inhibition curve with a large enough effect in the polarisation, with a control signal flat, not every such curve was filed as active; inconclusive = small, poorly fitted or top-dose-only effect, or effect the other way, or a change in a side signal; inactive = no such curve, though single readings can be large or run the other way; the % refers to the polarisation; note: potency is the fitted concentration of half-maximal effect
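Fluorescence polarization: 7 uM MLL-CXXC (stock) preincubated 5 min with compounds, then 50 nM fluorescein-HOX-A9 DNA (stock) added; 30 min ambient. Buffer 50 mM Tris-HCl pH 7.5, 50 mM NaCl, 1 mM DTT, 0.05% BSA.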
Coupling enz – inhibits coupling enzyme system, counter-screen for aldolase hits; coupling enzyme system counterscreen, AmpLite Red fluorescence; activity change, negative = inhibition, % at 58.2 µM, hits read low; AID 2472; 290,000 compounds, 0.67% hits; in the data active = activity change below about -30%; note: % is set by controls: 0 for no effect and ±100 for the full control effect
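Counterscreen lacking aldolase: glyceraldehyde-3-phosphate coupling-enzyme reagent preincubated 10 min at RT with compound (at 57.5 uM final), then substrate/coupling system with AmpLite Red added; fluorescence read at 525/598 nm after 20 min RT.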
a7 integrin act – activates integrin-mediated alleviation for muscular dystrophy. alpha7betagal myoblasts, beta-gal FDG fluorescence, 48 h. Potency, µM (series often up to 38.3 µM), for the others: top-dose activation, usual class: activators. 350,000 compounds, 0.064% hits. AID 624291;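 note: potency is the fitted concentration of half-maximal effect; 100% = response of the positive control SU9516; nearly all actives have a fitted effect of over 60% in size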
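alpha7betagal+/- myoblasts (passage 13, 250/well) treated 48 h at 37C with compounds at 1:260 dilution of DMSO stock. Lysed, then beta-galactosidase activity read as FDG fluorescence (ex 480/em 540) after 30 min, with pre-read for autofluorescence.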
KCNH2 WT inh – KCNH2 (human, wildtype) channel inhibition | Q12809 | U2OS, BacMam KCNH2, thallium flux FluxOr; hits give low values | activity change, % at 1.84 µM | 340,000 compounds, 0.37% hits | AID 720551;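 active = maximum activity change below -70%; inconclusive = maximum activity change between -70% and -50%; inactive = maximum activity change above -50%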; note: % is set by controls: 0 for no effect and ±100 for the full control effect
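U2OS cells transduced with wild-type KCNH2 virus are loaded with FluxOr dye for 45 min, and thallium flux is measured in kinetic reads before and after stimulation buffer. Rate constants are normalized to DMSO controls.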
A-T KAP1 phos – candidate therapy for ataxia-telangiectasia. […] A-T fibroblasts, KAP-1 phosphorylation AlphaLISA; neocarzinostatin DNA damage 30 min before lysis. Potency, µM (series often up to 57.5 µM), for the others: at the top dose activation, hits mostly activators. 320,000 compounds, 0.19% hits. AID 485349; note: potency is the fitted concentration of half-maximal effect; % of control where 0% means no effect; nearly all actives have a fitted effect of over 45% in size
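ATM-like activity read as KAP-1 phosphorylation via AlphaLISA donor/acceptor antibody pairs after lysis and 6 hr at 25C. Cells were ATM-null patient fibroblasts ([…], hTERT), dosed 60 min, then exposed to the DSB inducer NCS for 30 min.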
S-ASM inh – human S-ASM enzyme inhibition; 340,000 compounds, 0.006% hits; Potency, µM (titrated, usually from 57.5 µM), for the others: top-dose activity change, negative = inhibition, hits mostly inhibitors; P17405; placental ASM, HMU-PC fluorogenic substrate, 60 min; AID 504937; note: potency is the fitted concentration of half-maximal effect
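Human placenta-derived ASM enzyme was preincubated with compound for 10 minutes at room temperature, then given fluorogenic substrate HMU-PC0 (9 uM final) for 60 minutes at 37 °C; a pH 10 stop preceded fluorescence reading at Ex 386/Em 447 nm.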
MBNL1-CUG inh – MBNL1-poly(CUG) RNA binding inhibition. Q9NR56. TR-FRET MBNL1-His/biotin-(CUG)12 binding, 665/545 ratio. Potency, µM (doses to about 57.5 µM), for the others: top-dose activity change, negative = inhibition, most hits filed as inhibitors. 280,000 compounds, 0.036% hits. AID 2675; active = well fitted inhibition curve with a large enough effect in the signal ratio, with a control signal flat, not every such curve was filed as active; inconclusive = small, poorly fitted or top-dose-only effect, or effect the other way, or a change in a side signal; inactive = no such curve, though single readings can be large or run the other way; the % refers to the signal ratio; note: potency is the fitted concentration of half-maximal effect; % is set by controls: 0 for no effect and ±100 for the full control effect
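Ratiometric TR-FRET (665 over 545 nm, excitation 340 nm) tracks disruption of MBNL1-His/biotin-(CUG)12 complex after 60 min at room temperature, with compounds at 92 nM to 58 uM final.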
TRPV1 ag – agonists of human vanilloid receptor 1 (TRPV1); Q8NER1; 320,000 compounds, 0.19% hits; AID 540275; activation, % at 8.33 µM; TRPV1-expressing cells, Fluo-8 calcium influx, agonist mode; in the data active = activation above about 80%; inconclusive = between about 30% and that limit; note: 0% is about no effect
Target sequence (Q8NER1 whole entry, looked up): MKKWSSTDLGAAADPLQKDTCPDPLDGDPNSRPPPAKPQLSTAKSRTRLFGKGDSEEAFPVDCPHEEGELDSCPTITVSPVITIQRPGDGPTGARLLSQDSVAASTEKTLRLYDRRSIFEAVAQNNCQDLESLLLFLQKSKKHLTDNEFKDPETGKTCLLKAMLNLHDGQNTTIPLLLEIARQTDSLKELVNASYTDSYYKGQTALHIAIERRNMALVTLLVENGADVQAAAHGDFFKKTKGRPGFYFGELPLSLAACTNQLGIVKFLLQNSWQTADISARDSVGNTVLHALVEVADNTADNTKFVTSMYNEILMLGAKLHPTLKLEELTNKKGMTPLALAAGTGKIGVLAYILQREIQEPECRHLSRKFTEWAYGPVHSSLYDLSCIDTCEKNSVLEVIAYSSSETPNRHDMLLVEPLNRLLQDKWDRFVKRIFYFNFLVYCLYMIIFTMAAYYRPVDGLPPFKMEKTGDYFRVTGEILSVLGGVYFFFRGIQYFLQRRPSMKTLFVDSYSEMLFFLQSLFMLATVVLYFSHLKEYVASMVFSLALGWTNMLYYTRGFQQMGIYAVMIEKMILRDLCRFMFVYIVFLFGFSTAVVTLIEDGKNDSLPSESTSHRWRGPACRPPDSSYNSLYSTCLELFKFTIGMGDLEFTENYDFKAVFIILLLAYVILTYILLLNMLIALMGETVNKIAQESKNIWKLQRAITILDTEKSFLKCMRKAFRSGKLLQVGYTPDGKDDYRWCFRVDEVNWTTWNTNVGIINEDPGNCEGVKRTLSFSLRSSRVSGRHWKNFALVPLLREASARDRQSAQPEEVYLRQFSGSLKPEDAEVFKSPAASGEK
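Cells expressing TRPV1 were dye-loaded with Fluo-8 and read kinetically: 10 s baseline, 3 min after compound (agonist portion), then 2 min after EC20 capsaicin (allosteric enhancer portion). Calcium-bound dye fluorescence at 480/520 nm.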
GALK inhibitor – blocks human galactokinase activity; Potency, µM (top dose mostly 57.5 µM), for inactives: top-dose activity change, negative = inhibition, usual class: inhibitors; 270,000 compounds, 0.007% hits; AID 1868; P51570; Purified GALK, Kinase-Glo residual ATP luminescence; note: potency is the fitted concentration of half-maximal effect; % is set by controls: 0 for no effect and ±100 for the full control effect
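GALK at 5 nM final was combined with compound, 35 uM ATP and 100 uM galactose in HEPES pH8.0 with MgCl2 and DTT. The reaction ran one hour at room temperature before luminescent ATP detection.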
Starred values were filed as active, the others as inactive; ? = inconclusive; . = no result given; & = joins results of further samples; [ ] = another dose, or the depositor's remark. Unless noted, calls come from the whole dose curve; as a rule, active = well fitted curve in the direction sought with a large enough effect; inconclusive = small, poorly fitted or top-dose-only effect, or another doubt; inactive = no such curve, though single readings can be large; an effect the other way counts as inactive or inconclusive.

SMILES	KCNH2 3.1 inh	CXXC DNA block	Coupling enz	a7 integrin act	KCNH2 WT inh	A-T KAP1 phos	S-ASM inh	MBNL1-CUG inh	TRPV1 ag	GALK inhibitor
COc1ccccc1CNC(=O)C1(C)Oc2cccnc2NC1=O (configuration not stated)	-10	3%	-4	17%	10	-2%	1%	-6%	-1	4%
CCCn1ncc(CN2CCC(Cc3cccc(F)c3)(C(=O)OCC)CC2)c1C	7	3%	-2	-23%	4	-1%	8%	?	0	-2%
CC(=O)c1ccc(S(=O)(=O)NC2CC(=O)N(c3ccc(C)c(C)c3)C2)cc1 (configuration not stated)	-41	.	.	7%	0	-3%	-1%	.	25	.
Cc1cc([N+](=O)[O-])cc2c1NCC1CC=CC21 (configuration not stated)	7	3%	-8	16%	-1	-5%	-2%	15%	-6	3%
CCCNC(=O)c1ccccc1NC(=O)Nc1ccccc1C	11	-4%	0	-3%	-33	4%	5%	2%	0	-2%
Cc1ccc(NC(=O)COC(=O)c2cccc3c2C(=O)c2ccccc2C3=O)c(C)c1	-2	6%	-10	-44%	-2	0%	-11%	?	-5	0%
COc1ccc(Cl)cc1NC(=O)COC(=O)c1cc(NS(=O)(=O)c2cccs2)ccc1O	-4	6%	0	7%	2	9%	-11%	1%	4	-1%
Cc1cc(/C=C2/NC(=S)NC2=O)c(C)n1-c1cccnc1	7	43%[activator]	-8	2%	1	-20%	33%[activator]	?	-1	-1%
Cc1ccc(C(=O)NC(C)c2ccc(S(N)(=O)=O)cc2)s1 (configuration not stated)	-1	5%	3	-8%	15	7%	2%	0%	2	17%
CC(NC(=O)Nc1cccc([N+](=O)[O-])c1)(C(F)(F)F)C(F)(F)F	-3	-4%	0	-39%	-2	1%	-2%	?	?	0%
O=C(COc1ccc(Cl)cc1)NCCNc1ccc([N+](=O)[O-])cc1	-4	?	1	-18%	-3	-3%	-7%	?	1	3%
COc1ccc(NC2=C(C(C)=O)C(c3ccc(N(C)C)cc3)C(C(C)=O)C(C)(O)C2)cc1 (configuration not stated)	11	3%	-2	9%	-8	1%	-1%	-6%	?	1%
O=C(NNC(=O)c1cc(-c2ccccc2)nc2ccccc12)c1csc(N2CCOCC2)n1	16	.	.	17%	11	4%	-12%	.	-6	.
COC(=O)c1cc(S(=O)(=O)N2CCCCCC2)cn1C	-7	-3%	.	-18%	-10	4%	4%	-4%	1	5%
O=C(Nn1cnnc1)c1ccc(Br)s1	-186*	5%	6	-4%	-1	-1%	-6%	-6%[11.5 µM]	2	.
O=C(NCc1cccnc1)Nc1ccc(Br)cc1	-8	2%	2	-33%	1	13%	1%	-15%	22	-5%
COc1ccc(OCc2cc(C(=O)N(C)Cc3cnccn3)no2)c(Cl)c1	-3	-3%	0	5%	-4	-5%	0%	-11%	8	-1%
COc1cc(NC(=O)c2ccc(OC)c([N+](=O)[O-])c2)ccc1NC(=O)c1ccco1	-44	-9%	4	19%	8	17%	-1%	?	-2	.
Cn1c(N2CCOCC2)c(/C=N/O)c2ccccc21	-24	3%	0	0%	-14	0%	5%	-3%	1	7%
CCN(C(=O)COc1cccc2cccnc12)C1CCS(=O)(=O)C1 (configuration not stated)	5	-12%	-17	14%	1	11%	-3%	2%	2	-2%
Cn1cc(CNC(=O)C2CCC(=O)N(Cc3ccc(Cl)cc3)C2)cn1 (configuration not stated)	-27	-6%	0	18%	-3	-4%	1%	-5%	-1	9%
Cc1ccc(C(=O)Nc2ccc(S(=O)(=O)N3CCc4ccccc43)cc2)o1	1	-6%	-1	-44%	-5	.	-11%	1%	?	-2%
CCOC(=O)CSc1nc2ccc(N)cc2s1	?	-7%	-14	21%	-17	-1%	2%	-1%	-1	-1%
COc1cccc(NS(=O)(=O)c2ccc(Br)s2)c1	3	6%	-20	21%	8	11%	-1%	-3%	89*	1%
O=C(c1cc(-c2ccc(Cl)cc2)on1)N1CCCCCC1	-2	7%	-1	46%	4	1%	-4%	-1%	?	-2%
Further results:
SMILES	KCNH2 3.1 inh	CXXC DNA block	Coupling enz	a7 integrin act	KCNH2 WT inh	A-T KAP1 phos	S-ASM inh	MBNL1-CUG inh	TRPV1 ag	GALK inhibitor
COc1ccc(C(=O)Cn2nnc(-c3ccccc3-n3cnnn3)n2)cc1	-2	6%	0	8%	-23	13%	-2%	5%	0	13%
CC(C)(C)OC(=O)N1CSC[C@H]1C(=O)NC[C@H](CC(=O)O)c1ccc(Cl)cc1	-7	-9%	6	-33%	-8	7.1µM*	7%	-12%	-6	3%
C=CCC1(CC=C)CCCN1C(=O)c1cc(COc2cccc(C(F)(F)F)c2)on1	-5	-1%	.	-38%	8	-1%	-3%	-1%	5	-6%
CCC(NC(=O)Nc1nccs1)(C(F)(F)F)C(F)(F)F	1	1%	2	-4%	6	3%	-4%	-21%	24	2%
O=C(CN1C(=O)/C(=C/c2ccccc2)SC1=S)Nc1cccnc1	-14	-3%	2	-2%	.	3%	-12%	?	12	-1%
COc1ccc(OC)c(CNCc2ccc3c(c2)OCO3)c1	-7	44%[activator]	-1	-2%	9	-4%	0%	-6%	1	0%
COc1ccccc1NC(=O)C(C/C=C(/C)Cl)C(C)=O (configuration not stated)	-2	2%	3	-11%	0	-1%	-3%	10%	1	1%
O=C(CN1C(=O)c2ccccc2C1=O)NC1CCCCCC1	9	1%	-5	-9%	-3	-6%	1%	11%	1	-2%
O=S1(=O)CCOCCCN1Cc1cccc(C(F)(F)F)c1	8	-4%	1	-5%	-2	9%	3%	-3%	-3	.
Cc1ccccc1N/C(=C(/C(Cl)=C(Cl)Cl)[N+](=O)[O-])n1nnc2ccccc21	8	-2%	0	-26%	-6	.	-3%	7%	4	0%
O=C(c1cc(F)c(F)c(F)c1F)N1CCN(C(=O)C2CCCO2)CC1 (configuration not stated)	-3	.	.	19%	3	-1%	1%	.	.	.
C/C(=N\NC(=O)c1c[nH]c2ccccc12)c1ccc(C)o1	-23	4%	-2	-3%[7.66 µM]	-5	.	1%	2%	-2	-1%
O=C(Nc1cc(=O)c2ccccc2o1)N1CCCCC1	-9	2%	2	0%	-3	2%	-4%	2%	?	6%
O=C(NC(Cc1ccc(O)cc1)C(=O)O)/C(=C/c1ccccc1)NC(=O)c1ccccc1 (configuration not stated)	.	-1%	.	0%	3	1%	0%	2%	-10	1%
CC(SCc1ccccc1)C(=O)NCc1ccccn1 (configuration not stated)	-1	-2%	2	-3%	-6	-1%	-3%	5%	-3	0%
CC(C)C(=O)Nc1cc(S(=O)(=O)Nc2cccc(Cl)c2)ccc1Cl	18	5%	5	-8%	7	3%	-1%	-6%	4	0%
COCCCN1Cc2cccc(C(=O)O)c2C1=O	-13	-5%	2	5%	-3	-6%	3%	-8%	1	2%
Cc1ccc(S(=O)(=O)N2[C@@H](c3ccc(Cl)cc3)C(C(=O)O)=CC[C@H]2c2ccc(Cl)cc2)cc1	10	.	.	-3%	-9	-5%	-11%	.	-5	.
CN(Cc1ccon1)C(=O)C1CCN(C2CCN(CCCc3ccccc3)CC2)CC1	-4	5%	.	-44%	39	1%	9%	5%	0	-2%
Cc1cc(-c2onc(C)c2C(=O)Oc2ccc(Cl)cc2)no1	-17	16%	2	0%	2	0%	-10%	.	10	7%
O=C(COC(=O)/C=C/c1ccc([N+](=O)[O-])cc1)NCc1ccccc1	-8	-9%	-2	0%	1	-1%	0%	?	-2	2%
O=C1C[C@@H](c2ccc(O)cc2)Oc2cc(O)cc(O)c21	-1	7%	3&5	25%	-11	-8%	2%	1%	-4	.
O=C(CCn1c(=O)sc2ccccc21)NCc1ccc2c(c1)OCO2	15	5%	0	25%	-6	1%	-1%	-2%	-3	-2%
CCCn1nnnc1SCC(=O)Nc1cccc(NC(=O)c2ccco2)c1	-2	4%	0	4%	-6	0%	-3%	-2%	-3	3%
O=C(NCC(c1ccco1)N1CCCCC1)c1ccc(NS(=O)(=O)c2ccc(F)cc2)cc1 (configuration not stated)	-5	25%	.	-1%	1	-3%	8%	-5%	0	-8%
CSc1nc(/C=C2\C=Nc3ccccc32)c(O)n1C	-3	6%	-9	3%	-1	-9%	-3%	?	3	2%
NC(=O)c1nsc(C(=O)N(c2ccccc2)C(C(=O)NCC2CCCO2)c2cccs2)c1N (configuration not stated)	-23	9%	1	38%	.	-1%	.	2%	1	4%
Cc1cc(Cl)ccc1NC(=O)CN(C)C1=NS(=O)(=O)c2ccccc21	1	.	.	-17%	0	1%	-1%	.	-1	.

Some of these compounds in order of the TRPV1 ag value, smallest number first:
mol | TRPV1 ag
Cn1cc(CNC(=O)C2CCC(=O)N(Cc3ccc(Cl)cc3)C2)cn1 (configuration not stated) | -1
Cc1ccc(C(=O)NC(C)c2ccc(S(N)(=O)=O)cc2)s1 (configuration not stated) | 2
COc1ccc(Cl)cc1NC(=O)COC(=O)c1cc(NS(=O)(=O)c2cccs2)ccc1O | 4

Source: PubChem (National Center for Advancing Translational Sciences (NCATS))
